Source: PubChem (several laboratories)
MsrA act: bovine methionine sulfoxide reductase A activation; purified bovine MsrA, absorbance read-out; activation, % at 10.6 µM; actives 0.3% (n = 360,000); AID 602163; in the data active = activation above about 7.5%;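 note: 0% = vehicle and 100% = reference activator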
DNMT1 inh: DNMT1 (human) enzyme inhibition | P26358 | DNMT1 molecular beacon, Hinp1I cleavage, fluorescence | inhibition (reported as % activation of signal), % at 10 µM | actives 0.83% (n = 360,000) | AID 588458; in the data active = inhibition above about 50%
LMPTP inh: LMPTP (human) inhibition; P24666; recombinant LMPTP-A, OMFP fluorogenic substrate, fluorescence intensity; inhibition, % at 20 µM; actives 0.22% (n = 360,000); AID 651560;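 active = compounds that cut the enzyme signal by at least half of the control window in the single-dose screen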;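 note: plate controls were DMSO wells with enzyme plus substrate for no effect and substrate without enzyme for full effect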
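Buffer or medium: Bis-Tris pH 6.0, DTT, detergent; Assay system: LMPTP-A enzyme; Quantity: 0.625 nM enzyme; Detection: endpoint fluorescence intensity; Times: 50 min dark incubation at room temperature; Controls: substrate-only low control, DMSO enzyme-plus-substrate high control; Doses: single 20 µM dose; Read-out: percent inhibition versus substrate-only and uninhibited controls; Reagent: 400 µM OMFP.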
Scp-1 inhibitor: inhibitors of human Scp-1 phosphatase; Recombinant Scp1, phosphopeptide, malachite green phosphate absorbance; actives 0.88% (n = 340,000); AID 493091; inhibition, % at 20 µM;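 active = inhibition above about 50% at 20 µM, limit read from the data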;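 note: plate controls were DMSO wells with enzyme for no effect and wells lacking enzyme for full effect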
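Test system: SCP-1 catalytic domain; Buffer or medium: Acidic Tris acetate buffer with magnesium and detergent; Also added: Phosphorylated 17-residue peptide substrate; Compound: single 20 µM dose, 1% DMSO; Schedule: enzyme reaction 45 min at room temperature, colour 5 min, stabilisation 30 min; Signal: Phosphate-binding colour reagent, absorbance read at 630 nm.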
SUMO1-SIM PPI: SUMO1-SIM interaction modulation | P63165 | SUMO1 binding to a labelled peptide, TR-FRET, 1 h | inhibition, % at 20 µM | actives 0.33% (n = 360,000); in the data active = inhibition above about 37%
NRP1-CendR mod: alters CendR peptide binding to human NRP-1. O14786. FAM-RPARPAR peptide binding to NRP-1, fluorescence polarization. actives 0.85% (n = 360,000). AID 602438. inhibition, % at 25 µM;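 active = inhibition or corrected inhibition above about 18%, plus a signal ratio from 0.5 to 1.5, limit read from the data, passing the limit was not always enough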; note: strong numbers were not always called active
E coli Lon inh: inhibits E. coli Lon protease. P0A9M0. purified E. coli Lon protease, fluorescence polarization. inhibition, % at 7.94 µM. actives 0.42% (n = 360,000); in the data active = inhibition above about 13%, passing the limit was not always enough;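 note: 0% = enzyme with probe and DMSO and 100% = no enzyme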
MsrA inhibitor: inhibitors of bovine MsrA. purified bovine MsrA, absorbance read-out. inhibition, % at 15.5 µM. actives 0.75% (n = 360,000). AID 651718; in the data active = inhibition above about 4.5%;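 note: 0% = vehicle wells with enzyme and 100% = reference inhibitor wells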
STEP block: inhibitors of human striatal-enriched phosphatase STEP | P54829 | recombinant STEP, OMFP fluorogenic substrate, fluorescence | inhibition, % at 20 µM | actives 0.25% (n = 360,000);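 active = inhibition at 20 µM, scaled per plate between control wells, above about 37%, limit read from the data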;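 note: 0% = DMSO with enzyme and substrate and 100% = substrate only without enzyme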
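Measure: Control-normalized % inhibition with plate pattern correction | Test system: STEP phosphatase, cell-free reaction | Medium: pH 6.0 Bis-Tris with DTT and Tween 20 | Technique: Fluorescence, 480/540 nm | Times: Reaction 20 min, ambient temperature | Doses: Single compound dose of 20 µM, 1% DMSO final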
Tb MetRS inh: blocks T. brucei methionyl-tRNA synthetase activity; purified T. brucei MetRS, ATP depletion, Kinase-Glo luminescence; inhibition, % at 11.9 µM; actives 0.4% (n = 360,000); AID 624268;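 active = inhibition above a per-plate cutoff of the control wells' mean inhibition plus 3 SD, cut at about 5.5% in these data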;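 note: 0% = DMSO wells median and 100% = median of wells with control inhibitor compound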
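Dosing: 11.9 µM compound single dose, 0.9% DMSO; Assay system: purified T. brucei MetRS enzyme; Measured by: Kinase-Glo luciferase luminescence reporting remaining unconsumed ATP; Schedule: 15 min plus 2 h at 25 °C.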
* marks the source's active call; other numbers are inactive results; · = not tested or not shown.

1: O=C(CC(CC(=O)c1ccccc1)c1ccccc1)c1ccccc1
2: CC1CCCCC1NC(=O)CNC(=O)c1ccco1 (centres undefined)
3: COc1ccc(/C=C/C(=O)Nc2c(C(=O)O)[nH]c3ccccc23)cc1OC
4: CCCCC(CCC(=O)O)(C(=O)OCC)c1csc(Nc2ccccc2)n1 (centres undefined)
5: COc1ccc(C(CNC(=O)c2ccc(S(=O)(=O)Nc3ccccc3OC)cc2)N2CCCC2)cc1 (centres undefined)
6: Cc1noc(C)c1S(=O)(=O)N1CCCCC1
7: O=C(CCC(=O)N1CCSc2ccccc21)NCc1ccc(Cl)cc1
8: CC(=O)NC(Cc1ccccc1F)C(=O)NC1CCN(C(=O)Nc2ccc(C)cc2)CC1 (centres undefined)
assay / compound	1	2	3	4	5	6	7	8
MsrA act	-2	-3	-8	-4	-2	-3	1	0
DNMT1 inh	0	1	-1	-2	-8	1	0	1
LMPTP inh	2.2	-0.2	0.0	0.4	1.5	1.2	-1.0	-0.3
Scp-1 inhibitor	-21	-2	-4	1	-13	0	-4	-7
SUMO1-SIM PPI	2	6	-10	-2	-6	-7	1	-2
NRP1-CendR mod	7	1	1	4	-3	-15	7	17
E coli Lon inh	-5	-1	-2	-3	-28	1	-3	-6
MsrA inhibitor	0.7	0.1	5.6*	·	1.3	0.1	-0.6	-0.4
STEP block	0	-3	4	0	1	0	-2	-1
Tb MetRS inh	-0.4	-0.1	-0.5	0.7	-0.2	0.6	0.1	-0.3

9: CC1(C)CC2CC(C)(CN2C(=O)COC(=O)c2ccccc2C(F)(F)F)C1 (centres undefined)
10: COc1ccc(/C(O)=C2\C(=O)C(=O)N(c3cc(C)on3)C2c2ccccc2OC)cc1 (centres undefined)
11: NC(=O)CC(NC(=O)c1ccccc1)c1ccc(N2CCCCCCC2)c([N+](=O)[O-])c1 (centres undefined)
12: Cc1ccccc1C(=O)N/N=C/c1ccc(Sc2ccccn2)o1
13: Cc1cc(C)nc(SCc2nnc(SCC(=O)Nc3nc(-c4ccccc4)cs3)n2-c2ccccc2)n1
14: Cc1[nH]ncc1Nc1ccccc1C(C)C
15: COc1ccc(OC)c(NC(=O)CN2C(=O)NC3(CCOc4ccccc43)C2=O)c1 (centres undefined)
16: O=C(CN1CCN(Cc2ccccc2Cl)C1=O)NCc1ccccn1
assay / compound	9	10	11	12	13	14	15	16
MsrA act	0	-4	-3	-7	-1	-3	-4	-2
DNMT1 inh	2	8	-1	-1	6	2	-1	1
LMPTP inh	0.2	-0.2	0.4	0.5	2.9	-1.5	0.6	0.9
Scp-1 inhibitor	-8	-10	-11	9	-4	·	-7	-11
SUMO1-SIM PPI	0	-12	-27	-12	1	3	1	-3
NRP1-CendR mod	2	-8	14	6	5	4	14	-2
E coli Lon inh	-1	2	20	2	-9	3	3	2
MsrA inhibitor	-0.2	1.8	-0.8	2.2	2.2	0.6	3.5	-0.1
STEP block	0	0	-1	-2	5	-3	0	4
Tb MetRS inh	0.1	-0.2	-0.3	-1.2	0.1	-0.8	0.0	-0.1

17: Cc1sc2nc(CSCC(=O)Nc3ccc(OC(F)F)cc3)[nH]c(=O)c2c1C
18: CN(Cc1ccccc1)C(=O)c1cccc(C(=O)N(C)Cc2ccccc2)c1
19: O=C(c1c[nH]c2ccccc12)C(F)(F)F
20: O=C(Nc1ccnn1C1CCN(C(=O)c2cccc(Cl)c2)CC1)C1CCOC1 (centres undefined)
21: CCCCCN1N=C(C)CC1=O
22: O=[N+]([O-])c1cccnc1Oc1ccc(F)cc1F
23: COc1ccc(Nc2nc(N)nc(CN3CCN(c4ccc(F)cc4)CC3)n2)cc1
24: O=C(O)c1cccc(CSc2n[nH]c(-c3ccc(Cl)cc3Cl)n2)c1
assay / compound	17	18	19	20	21	22	23	24
MsrA act	-6	0	-6	-3	-4	-3	-13	0
DNMT1 inh	-4	0	-4	1	-9	4	0	1
LMPTP inh	-2.0	-0.2	0.1	-1.7	-0.6	-0.5	0.2	-0.4
Scp-1 inhibitor	-7	-6	1	-7	-6	-3	-8	-8
SUMO1-SIM PPI	4	4	2	-7	2	-18	-1	21
NRP1-CendR mod	-42	10	11	-12	4	14	0	3
E coli Lon inh	-7	1	5	12	-11	-6	-9	0
MsrA inhibitor	0.3	-0.2	0.9	-0.6	0.1	1.5	1.6	-0.9
STEP block	-2	0	-2	-2	-1	-1	-1	1
Tb MetRS inh	-0.5	-0.3	-0.5	-0.4	-0.2	-1.0	-1.2	1.0

25: Cn1cc([N+](=O)[O-])c(C(=O)n2cccn2)n1
26: Cc1cc(C(=O)CSc2ncnc3ccccc23)c(C)n1C1CC1
27: S=c1[nH]ccn1CCc1ccccc1
28: CCOC(=O)C1=C(c2ccccc2)NC(=O)NC1c1cc(OCC)c(O)c([N+](=O)[O-])c1 (centres undefined)
29: COCCn1c(SCC(=O)N2CCC(C)CC2)nc2ccccc2c1=O
30: COc1cc(CN2CCN(Cc3ccco3)CC2)cc(OC)c1
31: O=C(Cn1cc(COc2ccc(C(=O)c3ccccc3)cc2)nn1)c1ccc(O)cc1
32: COC(=O)c1cccc(N(CC(=O)NC2CCCCC2)C(=O)CNC(=O)c2cccs2)c1
assay / compound	25	26	27	28	29	30	31	32
MsrA act	-4	-5	1	-1	-7	-6	-6	-3
DNMT1 inh	0	-4	1	4	7	-1	39	1
LMPTP inh	-2.1	0.4	-0.6	-6.2	-1.1	-1.0	0.4	-1.0
Scp-1 inhibitor	7	-2	-2	-7	1	-2	-14	-5
SUMO1-SIM PPI	-3	-3	0	-32	-2	4	5	-1
NRP1-CendR mod	-11	-16	8	18	0	11	-8	3
E coli Lon inh	1	-6	-2	3	-2	2	-6	2
MsrA inhibitor	-0.7	0.3	1.8	1.1	2.4	-1.1	-0.2	-0.9
STEP block	-4	0	3	2	-1	-1	-5	-2
Tb MetRS inh	0.1	-0.4	0.1	-0.2	-1.1	-0.3	-0.3	4.4

Overlap with the part before: 4 entries; new compounds follow.
29: COCCn1c(SCC(=O)N2CCC(C)CC2)nc2ccccc2c1=O
30: COc1cc(CN2CCN(Cc3ccco3)CC2)cc(OC)c1
31: O=C(Cn1cc(COc2ccc(C(=O)c3ccccc3)cc2)nn1)c1ccc(O)cc1
32: COC(=O)c1cccc(N(CC(=O)NC2CCCCC2)C(=O)CNC(=O)c2cccs2)c1
33: Cc1ccc2c(c1)N(CC(=O)N1CCN(C3CCCCC3)CC1)C(=O)CO2
34: CCOc1ccc(NC(=O)COC(=O)c2n[nH]c3ccccc23)cc1
35: NC(=O)C[C@H](NC(=O)c1ccc(Cl)cc1)C(=O)OCc1ccccc1
36: COC(=O)NNC(=O)C(c1ccccc1)c1ccccc1
37: Cc1cc(OCC(=O)OCC(=O)Nc2cc(S(=O)(=O)N3CCOCC3)ccc2Cl)ccc1Cl
38: COc1ccc(-c2noc(-c3cccc(OC)c3OC)n2)cc1OC
39: COC(CNS(=O)(=O)c1ccc(S(=O)(=O)N2CCCC2)cc1)OC
40: CC(C)CN1CCC(=O)N([C@H](CSc2ccccc2)Cc2ccccc2)CC1
assay / compound	29	30	31	32	33	34	35	36	37	38	39	40
MsrA act	-7	-6	-6	-3	-2	-3	-3	0	-2	-2	-9	-1
DNMT1 inh	7	-1	39	1	-1	-4	3	0	-9	-3	1	-7
LMPTP inh	-1.1	-1.0	0.4	-1.0	0.3	-0.1	-0.6	-0.8	1.9	1.8	-0.8	-1.4
Scp-1 inhibitor	1	-2	-14	-5	-5	1	4	-2	-16	-16	0	-3
SUMO1-SIM PPI	-2	4	5	-1	-7	0	3	-8	0	1	1	5
NRP1-CendR mod	0	11	-8	3	-4	5	12	0	3	4	0	5
E coli Lon inh	-2	2	-6	2	-5	-3	-7	4	2	-7	0	-10
MsrA inhibitor	2.4	-1.1	-0.2	-0.9	-0.7	-1.0	0.0	-1.4	-0.1	0.0	0.7	-0.4
STEP block	-1	-1	-5	-2	1	0	0	-1	-2	1	-2	-2
Tb MetRS inh	-1.1	-0.3	-0.3	4.4	-0.3	-0.3	-0.1	-0.9	-0.2	-0.4	-0.6	-0.4

41: CN(c1ccccc1)c1nc(N)c([N+](=O)[O-])c(Nc2cccc(F)c2)n1
42: COC(=O)c1cc(C)nc(N)c1C#N
43: COc1cccc(N=c2oc3c(C)ncc(CO)c3cc2C(N)=O)c1
44: Cc1c(Cl)cccc1NC(=O)NN1CCN(C)CC1
45: Cc1ccc(N2C(=O)C3C(C2=O)C(C(=O)c2ccc(Cl)cc2)N2CCCC32)cc1 (centres undefined)
46: COc1ccc(/C=N/NC(=O)c2ccncc2)cc1Cn1nc([N+](=O)[O-])c(Br)c1C
47: Cc1ccc(C(=O)Nc2ccccc2C(=O)N2CCCCCC2)cc1
48: O=C(Nc1cccc([N+](=O)[O-])c1)N1CCCCCC1
assay / compound	41	42	43	44	45	46	47	48
MsrA act	0	-3	-13	-13	-4	-3	-1	-7
DNMT1 inh	-2	-2	-1	5	0	2	1	3
LMPTP inh	1.9	-1.1	-1.8	-1.1	-0.5	0.9	0.6	0.3
Scp-1 inhibitor	-7	0	-5	5	-12	-9	-10	4
SUMO1-SIM PPI	1	-9	-39	6	-1	-9	1	-20
NRP1-CendR mod	3	-6	-2	-8	-12	-2	9	2
E coli Lon inh	-3	8	2	10	5	-3	3	12
MsrA inhibitor	1.6	-0.3	0.2	0.6	-1.4	-1.0	0.1	-0.4
STEP block	-1	4	-4	0	3	3	1	0
Tb MetRS inh	0.3	-0.6	-0.9	-0.2	-0.9	-0.2	-0.2	-0.5

49: COc1ccc(C2c3ccc4ccccc4c3Oc3ncn(CCCO)c(=N)c32)cc1 (centres undefined)
50: O=c1ccc2cc(S(=O)(=O)NCc3ccccc3)ccc2[nH]1
51: CC(C)C(NS(=O)(=O)c1ccccc1)C(=O)OCc1cc([N+](=O)[O-])cc2c1OCOC2 (centres undefined)
52: O=C(CCCC(=O)Nc1cccnc1)Nc1cccnc1
53: NC(=O)CSc1nc2ccccc2c(=O)n1Cc1ccccc1
54: COC(=O)C1CC(O)CN1S(=O)(=O)c1cccs1 (centres undefined)
assay / compound	49	50	51	52	53	54
MsrA act	-1	-4	-4	-1	-2	-2
DNMT1 inh	-1	5	-1	3	5	1
LMPTP inh	1.7	-1.2	0.2	0.7	-0.6	-1.6
Scp-1 inhibitor	-4	-12	-5	3	-8	-10
SUMO1-SIM PPI	-23	-6	-11	3	-1	3
NRP1-CendR mod	-3	5	0	2	12	4
E coli Lon inh	2	-3	-11	-8	-2	-2
MsrA inhibitor	-0.9	1.9	-0.3	-0.4	-0.8	-0.9
STEP block	0	0	1	3	0	0
Tb MetRS inh	2.9	-0.9	-0.5	0.2	-0.7	-0.5
